EPAC2 antagonist: qHTS for Antagonist of cAMP-regulated guanine nucleotide exchange factor 2 (EPAC2): primary screen; actives 0.18% (n = 360,000); AID 720708, 2013; Potency, µM (highest dose often 114 µM), for the others: at the top dose activity, negative = inhibition, usual class: inhibitors; Rap guanine nucleotide exchange factor 4 (Homo sapiens), Q8WZA2; EPAC2 GEF exchange of Rap1B-BODIPY-GDP, fluorescence; note: potency is the fitted concentration of half-maximal effect; % is set by controls: 0 for no effect and ±100 for the full control effect; nearly all actives have a fitted effect of over 45% in size; many of its hits are not listed in these tables
Target sequence (Q8WZA2 whole entry, looked up): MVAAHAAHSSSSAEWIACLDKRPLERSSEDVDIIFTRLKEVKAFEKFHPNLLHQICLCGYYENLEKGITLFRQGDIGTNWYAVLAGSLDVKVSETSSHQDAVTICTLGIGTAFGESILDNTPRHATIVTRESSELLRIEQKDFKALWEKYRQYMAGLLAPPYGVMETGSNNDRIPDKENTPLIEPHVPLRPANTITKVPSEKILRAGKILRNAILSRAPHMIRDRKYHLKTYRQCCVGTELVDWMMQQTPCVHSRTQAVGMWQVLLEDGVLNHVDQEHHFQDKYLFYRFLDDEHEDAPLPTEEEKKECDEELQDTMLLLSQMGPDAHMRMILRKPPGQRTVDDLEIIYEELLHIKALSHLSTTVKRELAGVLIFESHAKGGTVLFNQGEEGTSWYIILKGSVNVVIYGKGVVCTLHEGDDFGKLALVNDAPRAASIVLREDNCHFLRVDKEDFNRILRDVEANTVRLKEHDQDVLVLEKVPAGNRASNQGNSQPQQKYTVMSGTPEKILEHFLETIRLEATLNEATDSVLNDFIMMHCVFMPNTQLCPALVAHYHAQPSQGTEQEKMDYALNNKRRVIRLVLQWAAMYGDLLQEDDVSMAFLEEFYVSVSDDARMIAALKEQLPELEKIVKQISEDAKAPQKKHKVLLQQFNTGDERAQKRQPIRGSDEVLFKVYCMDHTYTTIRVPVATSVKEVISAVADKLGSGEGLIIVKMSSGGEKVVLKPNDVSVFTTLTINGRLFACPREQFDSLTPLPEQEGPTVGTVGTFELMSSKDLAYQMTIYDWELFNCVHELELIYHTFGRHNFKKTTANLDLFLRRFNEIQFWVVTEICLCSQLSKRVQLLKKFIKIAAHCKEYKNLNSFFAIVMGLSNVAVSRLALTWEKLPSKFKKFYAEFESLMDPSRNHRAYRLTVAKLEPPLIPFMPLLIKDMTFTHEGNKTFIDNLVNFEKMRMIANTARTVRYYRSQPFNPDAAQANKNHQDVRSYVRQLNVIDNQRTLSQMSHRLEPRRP
Nrf2 activator: qHTS of Nrf2 Activators | AREc32 ARE-luciferase reporter (MCF7-derived line), luminescence, 24 h | Potency, µM (highest dose often 46.1 µM), for inactives: at the highest dose activation, actives largely listed as activators | actives 0.31% (n = 410,000) | AID 624171, 2012; note: potency is the fitted concentration of half-maximal effect; % of control where 0% means no effect; nearly all actives have a fitted effect of over 65% in size
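Reporter line AREc32 (ARE-Fluc), seeded overnight in OPTI-MEM with 5% FBS; compound pin-transferred, 24 hr at 37 deg C, 5% CO2; luminescent read-out.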
CCT modulator: High-Throughput Screening for Modulators of Cytosolic Chaperonin Activity; purified chaperonin ATPase assay, HTRF ADP detection, 30 min; actives 0.3% (n = 360,000); activity change, % (concentration not given with the values), hits read low; in the data active = activity change below about -30%; note: % is set by controls: 0 for no effect and ±100 for the full control effect
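TRiC at 40 or 20 nM final (batch-dependent) in 30 mM Tris pH 7.4, 100 mM KCl, 5 mM MgCl2, 1 mM DTT, with compound at single 76 uM and 10 uM ATP, 30 min at 37 deg C. ADP detected by HTRF Transcreener, 665/615 ratio.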
EPAC2 agonist: qHTS for Agonist of cAMP-regulated guanine nucleotide exchange factor 4 (EPAC2): primary screen. Potency, µM (top dose mostly 154 µM), for inactives: at the highest dose activation, actives largely listed as activators. EPAC2 activation, biochemical qHTS; response scale: 100% = 6.5 mM cAMP response. AID 720711, 2013. actives 0.079% (n = 360,000); note: potency is the fitted concentration of half-maximal effect; nearly all actives have a fitted effect of over 50% in size
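EPAC2 (100 nM) mixed with Rap1B loaded with BODIPY-GDP (250 nM) plus 50 uM unlabeled GDP; compounds pinned in, 5 min RT, then read every 5 min for 30 min (ex 480, em 540 nm). Normalized to cAMP control.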
Akt phos inh: HTS Assay for Inhibitors of Akt Phophorylation: Primary Screen; Neuro2A IGF-stimulated pAkt S473 HTRF, 20 min; hits give low values; activity change, % for hits at 50 µM; actives 0.32% (n = 360,000); in the data active = activity change below about -80%; inconclusive = mostly about -51% to -80%; note: % is set by controls: 0 for no effect and ±100 for the full control effect
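Neuro2A cells (4,500/well, DMEM with 0.5% FBS) were treated with compound at a single 50 µM final concentration, stimulated with 6 nM IGF for 20 min at 37 °C, and lysed. Phospho-Akt Ser473 was read by HTRF as 665/615 ratio ×10^4.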
TGFb SMAD3 inh: qHTS for Inhibitors of TGF-b. Potency, µM (highest dose often 46.1 µM), for inactives: at the top dose activity, negative = inhibition, usual class: inhibitors. HepG2 CAGA-GFP TGF-b/SMAD3 reporter, GFP fluorescence, 18 h; TGF-beta stimulated, 500 pg/mL final. actives 1.2% (n = 410,000). AID 588855, 2011; note: potency is the fitted concentration of half-maximal effect; % is set by controls: 0 for no effect and ±100 for the full control effect; nearly all actives have a fitted effect of over 65% in size
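HEPG2 CAGA-GFP, 1000 cells/well; 2 h settle, 37 C; cpd via pin tool; TGF-b 500 pg/mL final; 18 h, 37 C; GFP imaging ex488/em500-530; %Activity normalised to -TGF-b and +DMSO controls; CRC fit, curve class.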
Nrf2 block: Nrf2 qHTS screen for inhibitors; A549 ARE-Fluc reporter, luciferase luminescence, 18-24 h; Potency, µM (highest dose often 46 µM), for the others: at the top dose activity change, negative = inhibition, hits mostly inhibitors; actives 2.1% (n = 360,000); note: potency is the fitted concentration of half-maximal effect; % is set by controls: 0 for no effect and ±100 for the full control effect; nearly all actives have a fitted effect of over 60% in size
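Quantitative HTS in A549 cells stably bearing an antioxidant response element-firefly luciferase construct. Inhibition of Nrf2-driven transcription was scored by luminescence after 18-24 h of compound exposure at 37 °C.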
A549 tox: Nrf2 qHTS screen for inhibitors: counterscreen for cytotoxicity; A549 ARE-Fluc cells, CellTiter-Fluor viability, 18-24 h; Potency, µM (highest dose often 46 µM), inactives show at the highest dose activity change, negative = cytotoxicity, usual class: inhibitors; actives 0.16% (n = 390,000); note: potency is the fitted concentration of half-maximal effect; % is set by controls: 0 for no effect and ±100 for the full control effect
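A549 ARE-Fluc cells in 5% FBS OPTI-MEM, 5000 cells/well, rested 2 h then exposed to compounds in concentration-response for 18-24 h at 37 °C. Viability by CellTiter-Fluor fluorescence (Ex 405/Em 525) after 30 min; luciferase luminescence (BugLite, 15 min, RT) read afterwards.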
MmCpn inh: Inhibitors of TCP-1 ring complex (TRiC) of Methanococcus maripaludis (MmCpn): qHTS; Potency, µM (top dose mostly 76.9 µM), inactives show at the top dose activity, negative = inhibition, most hits filed as inhibitors; purified Mm-Cpn ATPase, ADP Transcreener TR-FRET; Chaperonin Mm-Cpn (Methanococcus maripaludis); actives 0.031% (n = 330,000); note: potency is the fitted concentration of half-maximal effect; % is set by controls: 0 for no effect and ±100 for the full control effect; nearly all actives have a fitted effect of over 80% in size
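ATPase read-out: TR-FRET ADP immunoassay (anti-ADP Eu cryptate vs ADP-d2), ex 320 nm, em 590/665 nm; signal drops as ADP forms. Enzyme 25 nM, ATP 10 uM, 30 min at 37°C after 10 min compound preincubation.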
* marks the source's active call; other numbers are inactive results; i = inactive; ? = inconclusive; . = not tested or not shown; & = joins results of further samples; [ ] = remark or other dose. Unless noted, calls come from the whole dose curve; as a rule, active = well fitted curve in the direction sought with a large enough effect; inconclusive = small, poorly fitted or top-dose-only effect, or another doubt; inactive = no such curve, though single readings can be large; an effect the other way counts as inactive or inconclusive. A portion of the library, so the mix of outcomes need not match the whole.

SMILES	EPAC2 antagonist	Nrf2 activator	CCT modulator	EPAC2 agonist	Akt phos inh	TGFb SMAD3 inh	Nrf2 block	A549 tox	MmCpn inh
COc1ccc(-n2c(Cc3ccccc3)nnc2SCC(=O)N2CCCc3ccccc32)cc1	-2%	-0.6%	-0.1	4%	i	-2%	0%	-3%	-3%
COc1ccc(Cc2c(C3CCCCC3)nc3c(C)cc(Br)cn23)c(C)c1	-5%	3.7%	0.3	9%	i	?	.	.	.
Cc1cccc(N2CCN(C(=O)Cn3c(=O)[nH]c4ccsc4c3=O)CC2C)c1 (stereo not given)	4%	0.2%	-4.0	-2%	i	-4%	?	-18%	1%
O=C1c2ccc(Oc3ccc([N+](=O)[O-])cc3)cc2C(=O)N1CCO	14%	-0.2%	-6.4	7%	i	16%	-2%	-1%	0%
COc1ccc(S(=O)(=O)Nc2cc(C)ccn2)cc1	22%	-0.2%	0.2	6%	i	0%	20%	-16%	-9%
COCC1CCN(Cc2cn[nH]c2-c2ccc(OC)cc2F)C1 (stereo not given)	3%	-1.0%	1.7	5%	i	21%	?	2%	4%
O=C(Nc1ccccc1C(=O)N/N=C/c1ccco1)c1ccccc1	6%	3.5µM*	-4.3	4%	i	11%	4%	1%	0%
CC1CCCCC1NC(=O)CCNC(=O)N1CC(=O)Nc2ccccc21 (stereo not given)	0%	-0.3%	-0.3	6%	i	13%	1%	-3%	2%
COc1cc(/C=C/C(=O)OCC(=O)N2CCCC2)cc(OC)c1OC	5%	-0.6%	-0.4	2%	i	28%	8%	-1%	0%
O=C(c1ccco1)N1CCN(C(=O)c2cc3c(s2)-c2ccccc2OC3)CC1	5%	2.9%	-0.1	2%	i	7%	9%	6%	?
O=C(CCn1c(=O)oc2ccccc21)NCCN1CCOCC1	0%	-1.3%	-0.4	11%	i	-20%	11%	6%	-1%
CCOC(=O)C1CCCN(c2cc(=O)n(C3CCCCC3)c(=O)[nH]2)C1 (stereo not given)	81%[activator]	-0.4%	1.9	?	i	-11%	1%	20%	-3%
OC(Cc1cccc(Br)c1)c1ncc(-c2cccc(C(F)(F)F)c2)[nH]1 (stereo not given)	-23%	-3.4%	0.6	1%	i	?	.	.	.
O=C(Nc1ccnc(-c2ccncc2)n1)c1ccc(F)cc1	3%	3.5%	-0.9	3%	i	3%	1%	0%	1%
COC(=O)c1sc(SC)c(S(=O)(=O)C(C)C)c1N/N=C(\C#N)C(=O)c1ccccc1	-18%	0.2%	-1.0	8%	i	-15%	18%	-12%	2%
S=c1[nH]nc(-c2ccccc2)n1CC1CCCO1 (stereo not given)	-22%	0.1%	0.3	2%	-99%*	2%	.	16%	.
COc1ccc(OCCCCN2CCC(C)CC2)cc1	4%	-0.5%	-3.0	15%	i	-3%	3%	3%	1%
CCCc1cc2c(=O)n(NC(=O)c3nn(C)cc3[N+](=O)[O-])c(C)nc2s1	8%	-0.1%	1.3	0%	i	?	-1%	7%	0%
COC(=O)c1cc(OC)c(OC)cc1NC(=O)C(C)c1ccc([N+](=O)[O-])cc1 (stereo not given)	9%	-0.4%	-1.9	14%	i	7%	-25%	-3%	1%
COc1ccc(OCCn2nnc(-c3ccc(Cl)cc3)n2)cc1	-2%	-0.5%	-3.2	3%	i	-16%	4%	-10%	-2%
CN(C)c1ccc(/C=N/NC(=O)c2cnc3ccccc3c2)cc1	-4%	0.5%	0.2	-8%	i	-10%	0%	1%	1%
COc1ccc(CNS(=O)(=O)CCNCc2ccccc2OC)cc1	10%	-0.5%	-0.1	3%	i	-11%	5%	3%	.
O=C(c1nc2ccccn2c1CNCCCn1cccn1)N1CCCC1	2%	-0.8%	-1.2	7%	i	-3%	12%	0%	-2%
O=C(COC(=O)c1ccccc1NC(=O)c1ccco1)NC1CCCCC1	14%	10%	-1.7	-6%	i	1%	.	0%	-1%
CN(C)c1nc(SCCOC(=O)c2ccccc2)nc(N(C)C)n1	-16%	-0.2%	0.1	3%	i	-20%	2%	1%	1%
CC(C)c1ccc(NC(=O)NCc2cccnc2)cc1	2%	2.5%	0.6	7%	i	-7%	2%	5%	2%
CC(=O)CCc1oc2ccc(C)cc2c1Cc1ccccc1	?	12%	0.6	8%	i	-5%	7%	16%	2%
Cc1ccc(S(=O)(=O)c2nc(S(C)(=O)=O)sc2N(C)C)cc1	1%	7.7%	-1.7	-1%	i	-7%	4%	-2%	0%
O=C(c1n[nH]c(=O)c2ccccc12)N1CCN(S(=O)(=O)c2ccccc2Cl)CC1	6%	-0.4%	0.0	14%	i	-8%	-17%	-8%	1%
O=C(c1cccc(-c2ccc(O)cc2)c1)N1CCN(c2ccc(F)cc2)CC1	2%	0.4%	-1.5	5%	i	-15%	-2%	0%	-4%
Cc1ccc(O)c(C(=O)c2cc(C#N)c(=O)n(CC3CCCO3)c2)c1 (stereo not given)	13%	-0.1%	0.4	-84%[15.6 µM]	.	30%	-17%	3%	1%
CC(C)NC(=O)C1CC=CCC1C(=O)O (stereo not given)	17%	0.4%	0.6	13%	i	-3%	0%	1%	1%
CCc1ccc(NC(=O)C(=O)NCC(c2cccnc2)N2CCN(c3ccc(F)cc3)CC2)cc1 (stereo not given)	.	0.7%	.	.	.	-10%	-10%	9%	.
N#CCCN(C(=O)COC(=O)Cc1ccc(Br)cc1)c1ccccc1	?	-0.8%	-0.2	13%	i	5%	2%	4%	2%
O=C(/C=C/c1ccccc1)OCC(=O)N1CCN(c2ccccc2)CC1	10%	0.3%	0.1	-1%	i	-10%	10%	-6%	1%
CN(C)c1ccc(CNC(=O)Cn2ccc3cc(S(=O)(=O)N4CCCCCC4)ccc32)cc1	.	3.8%	.	.	.	0%	-18%	4%	.
Cc1nnc(SCC(=O)NCc2ccc3c(c2)OCO3)n1C	3%	1.6%	-3.3	1%	i	2%	6%	-1%	0%
C[C@H](CO)N1C[C@H](C)[C@@H](CN(C)S(=O)(=O)c2ccc(F)cc2)Oc2ccc(NC(=O)CCC(F)(F)F)cc2C1=O	14%	-0.9%	0.3	-6%	i	6%	5%	4%	-3%
Cc1c(NC(=O)COC(=O)/C=C/c2cccc(F)c2)c(=O)n(-c2ccccc2)n1C	1%	-0.3%	-0.5	4%	i	-6%	.	.	.
COc1ccc(NC(=O)C(C)NS(=O)(=O)c2ccccc2)cc1Cl (stereo not given)	-2%	-0.4%	-1.2	6%	i	?	-11%	-3%	-1%
CCCCn1c(N)c(N(CC(C)C)C(=O)CC(NC(=O)c2ccccc2Cl)c2ccccc2)c(=O)[nH]c1=O (stereo not given)	4%	0.0%	-2.8	-3%	i	-2%	.	.	.
COC(=O)C1=C(C)N(c2cccc3ccccc23)C(=O)C1	1%	?	-0.9	-10%	i	0%	13%	0%	0%
Cc1ccc(-c2nnn(CC(=O)NCCc3ccc4c(c3)OCO4)n2)cc1	3%	0.4%	-2.3	6%	i	4%	13%	-2%	3%
COC(=O)c1ccccc1NC(=O)Cn1nnc(-c2ccc3c(c2)OCO3)n1	4%	0.1%	-14	0%	i	33%	7%	-3%	-1%
Cc1cc(C)c(N(C(=O)c2csnn2)C(C(=O)NC(C)(C)C)c2ccncc2)c(C)c1 (stereo not given)	-4%	0.5%	0.7	2%	i	-8%	6%	5%	2%

Compounds above that contain a CF3 group (2):
SMILES	EPAC2 antagonist	Nrf2 activator	CCT modulator	EPAC2 agonist	Akt phos inh	TGFb SMAD3 inh	Nrf2 block	A549 tox	MmCpn inh
OC(Cc1cccc(Br)c1)c1ncc(-c2cccc(C(F)(F)F)c2)[nH]1 (stereo not given)	-23%	-3.4%	0.6	1%	i	?	.	.	.
C[C@H](CO)N1C[C@H](C)[C@@H](CN(C)S(=O)(=O)c2ccc(F)cc2)Oc2ccc(NC(=O)CCC(F)(F)F)cc2C1=O	14%	-0.9%	0.3	-6%	i	6%	5%	4%	-3%

Additional entries follow.
SMILES	EPAC2 antagonist	Nrf2 activator	CCT modulator	EPAC2 agonist	Akt phos inh	TGFb SMAD3 inh	Nrf2 block	A549 tox	MmCpn inh
Cc1ccc(NC(=O)Nc2nnc(N(C)C3CCCCC3)s2)c(Cl)c1	.	0.4%	.	.	.	-11%	-5%	4%	.
Cc1ccc(C)c(NC(=O)c2ccc(S(=O)(=O)C(F)F)cc2)c1	2%	-0.1%	-3.0	18%	i	12%	1%	-5%	1%
CCCCc1ncc(CN2CCC(n3nccc3NC(=O)c3ccccc3OC)CC2)[nH]1	3%	-0.1%	-1.3	-8%	i	-2%	2%	0%	3%
O=C(Nc1nnc(S(=O)(=O)N2CCCCCC2)s1)c1ccccc1Cl	-23%	-1.4%&1.2%	-3.5	4%	i	4%&-8%	?	-2%&-20%	-7%
COc1ccc(CNC(=O)CCS(=O)(=O)c2cc3c4c(c2)CCN4C(=O)CC3)cc1OC	.	-0.9%	.	.	.	-14%	-9%	0%	.
O=C(O)CCN1CCc2ccccc21	2%	0.4%	-1.1	-1%	i	0%	17%	1%	-1%
CN1CCN(S(=O)(=O)c2cccc(C(=O)N(C)CC(=O)Nc3ccc(F)c(F)c3F)c2)CC1	0%	-0.3%	-0.4	8%	i	?	16%	-1%	0%
C[C@@H](C(=O)Nc1cc(C(F)(F)F)ccc1N1CCOCC1)N1C(=O)C2CC=CCC2C1=O (stereo not given in full)	2%	-0.2%	-2.9	6%	i	19%	1%	-1%	.

Screens from PubChem.
